tim10-1 inh – growth inhibitors of tim10-1 mutant yeast, primary screen, luminescence, uHTS; 2.2% of 330,000 active; S. cerevisiae tim10-1 ts strain growth, BacTiter-Glo, 24 h; AID 463190, 2010; inhibition, % at 20 µM;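 active = inhibition of at least 40%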;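 also: mutant grown at 25 °C; 0% = DMSO wells with yeast and 100% = wells holding no yeast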
XBP1 UPR activ – activators of adaptive XBP1 UPR arm, primary screen, cell-based, CHO-XBP1 luciferase reporter, luminescence, uHTS; IRE1-XBP1 UPR activation; percent of tunicamycin response, DMSO as zero; activation, % at 20 µM; 0.33% of 330,000 active;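 active = versus positive control, 20 µM dose yields 30% or more activation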;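 also: 100% = tunicamycin at 10 µg/mL and 0% = DMSO only wells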
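Assay system: CHO-XBP1 luciferase reporter cells; Schedule: 6 h treatment, 37 °C; Detection: glow luminescence from Steady-Glo reagent; Benchmarks: high control tunicamycin 10 µg/mL final, low control DMSO vehicle only.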
Jurkat NFkB inh – inhibitors of induced NF-kB luciferase reporter, primary screen, TCR NF-kB activation inhibitor project, cell-based, luminescence, uHTS. Jurkat, PMA/ionomycin-induced NF-kB luciferase reporter. inhibition, % at 4 µM. 0.53% of 330,000 active. AID 435003, 2010; in the data active = inhibition above about 50%
UPR CHOP act – activators of apoptotic CHOP UPR arm, primary screen, cell-based, CHO-CHOP luciferase reporter, luminescence, uHTS; UPR activation; percent of tunicamycin response over DMSO baseline; activation, % at 10 µM; 0.34% of 330,000 active;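 active = at 10 µM dose, activation of 40% or more, normalized to positive control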;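 also: 100% = tunicamycin at 10 µg/mL and 0% = DMSO alone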
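assay system = CHO CHOP reporter cells | amount = 500 CHO-CHOP cells per well | buffer or medium = F12 with 10% FBS | incubation = 16-18 h cell attachment, then 6 h compound exposure, 37 °C | detection = luminescence read with Steady-Glo | read-out = percent activation relative to tunicamycin control | controls = tunicamycin high control, DMSO low control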
697 NFkB inh – inhibitors of PMA/ionomycin-induced NF-kB reporter, 697 cells, primary screen, B-cell NF-kB inhibitor project, cell-based, luminescence, uHTS; 697 B-cell NF-kB luciferase reporter, 16 h; 0.33% of 330,000 active; inhibition, % at 4 µM; in the data active = inhibition above about 35%
TIM10 inh – growth inhibitors of isogenic TIM10 control yeast, primary screen, counter-screen for tim10-1 yeast inhibitor project, luminescence, uHTS; S. cerevisiae TIM10 strain growth, BacTiter-Glo luminescence, 24 h; inhibition, % at 10 µM; 1.4% of 330,000 active; AID 463195, 2010;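 active = inhibition of 40% or more at the single tested concentration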;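 also: wild-type TIM10 isogenic control strain grown at permissive 25 °C; 0% = DMSO yeast wells and 100% = minimal medium wells without yeast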
Mdm2-MdmX inh – inhibitors of human Mdm2-MdmX association, primary screen, cell-based, luminescence, split luciferase, SaOS-2, uHTS; inhibition, % at 8 µM; Protein Mdm4 (Homo sapiens) + E3 ubiquitin-protein ligase Mdm2 (Homo sapiens), …; 3% of 330,000 active; SaOS-2 split-luciferase Mdm2/MdmX complementation; AID 485346, 2010;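 active = inhibition of at least 50% at 8 µM in the primary screen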
Target sequence (O15151 whole entry, looked up): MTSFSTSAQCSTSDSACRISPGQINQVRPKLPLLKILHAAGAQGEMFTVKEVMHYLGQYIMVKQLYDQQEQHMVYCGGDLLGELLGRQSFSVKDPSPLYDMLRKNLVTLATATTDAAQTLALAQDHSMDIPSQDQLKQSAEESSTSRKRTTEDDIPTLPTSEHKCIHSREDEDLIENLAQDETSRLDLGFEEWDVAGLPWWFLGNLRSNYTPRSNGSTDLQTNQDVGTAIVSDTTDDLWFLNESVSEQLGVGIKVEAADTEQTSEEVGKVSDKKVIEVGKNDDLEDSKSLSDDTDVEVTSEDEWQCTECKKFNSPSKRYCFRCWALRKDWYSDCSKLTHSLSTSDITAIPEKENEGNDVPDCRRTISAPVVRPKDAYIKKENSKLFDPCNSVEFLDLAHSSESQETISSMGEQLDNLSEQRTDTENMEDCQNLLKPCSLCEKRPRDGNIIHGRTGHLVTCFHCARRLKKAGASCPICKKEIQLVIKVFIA
Target sequence (Q00987 whole entry, looked up): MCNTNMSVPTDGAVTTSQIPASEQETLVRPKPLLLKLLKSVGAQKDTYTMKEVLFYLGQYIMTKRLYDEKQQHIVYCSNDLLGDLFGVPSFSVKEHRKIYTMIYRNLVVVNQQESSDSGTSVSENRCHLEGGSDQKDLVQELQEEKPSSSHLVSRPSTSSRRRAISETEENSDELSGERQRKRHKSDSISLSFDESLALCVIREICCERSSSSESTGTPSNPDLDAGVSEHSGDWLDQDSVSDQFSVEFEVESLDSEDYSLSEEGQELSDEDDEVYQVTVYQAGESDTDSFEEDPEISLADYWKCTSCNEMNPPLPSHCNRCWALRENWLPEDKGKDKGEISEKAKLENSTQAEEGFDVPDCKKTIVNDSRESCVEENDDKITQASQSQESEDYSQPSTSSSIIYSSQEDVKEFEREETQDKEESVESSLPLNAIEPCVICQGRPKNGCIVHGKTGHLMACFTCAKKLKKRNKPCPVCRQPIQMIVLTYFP
tim23-1 inh – growth inhibitors of tim23-1 mutant yeast, primary screen, luminescence, uHTS; S. cerevisiae tim23-1 growth, BacTiter-Glo luminescence, 24 h; inhibition, % at 20 µM; 1.3% of 330,000 active; AID 463212, 2010;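 active = growth inhibition of the mutant yeast at or above 50%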;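 also: temperature-sensitive mutant grown at 25 °C; plate controls were DMSO-treated mutant yeast for no effect and medium wells lacking yeast for full effect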
The depositor's hits bear a star; · = no result given.

1) Cc1c(NC(=O)CSc2cccc3cccnc23)c(=O)n(-c2ccccc2)n1C
2) COc1ccc(-n2nc(C(=O)NCC(=O)N3CCOCC3)c3ccccc3c2=O)cc1Cl
3) Nc1[nH]ncc1C(=O)Nc1cccc(C(F)(F)F)c1
4) Cc1ccc(N2CC(C(=O)Nc3ccc(S(=O)(=O)N4CCOCC4)cc3)CC2=O)cc1Cl (stereo not drawn)
5) O=C(NCCN1CCOCC1)c1cc(Cl)ccc1[N+](=O)[O-]
6) CCNc1nc(Oc2ccc(=O)n(C)n2)nc(N2CCOCC2)n1
7) CCN(CC)S(=O)(=O)c1ccc(-c2nnc3sc4cccc(C)c4n23)cc1
8) COCc1ccc(C(=O)NC2CCSc3ccccc32)cc1 (stereo not drawn)
screen / no.	1	2	3	4	5	6	7	8
tim10-1 inh	23	-5	13	12	-10	5	33	22
XBP1 UPR activ	5	3	-4	-2	-5	6	4	-5
Jurkat NFkB inh	1	-4	-1	4	4	-1	13	2
UPR CHOP act	163*	2.1	1.5	0.4	0.7	-1.8	1.5	1.2
697 NFkB inh	18	10	26	2	22	15	13	-1
TIM10 inh	-1	11	5	3	-8	-12	10	-7
Mdm2-MdmX inh	65*	19	1	2	6	-1	-9	21
tim23-1 inh	10	-1	5	9	2	2	32	26

Compound profiles, as listed above. Values in the order: tim10-1 inh	XBP1 UPR activ	Jurkat NFkB inh	UPR CHOP act	697 NFkB inh	TIM10 inh	Mdm2-MdmX inh	tim23-1 inh
CCN(CC)S(=O)(=O)c1ccc(-c2nnc3sc4cccc(C)c4n23)cc1 across the screens: 33	4	13	1.5	13	10	-9	32
CCNc1nc(Oc2ccc(=O)n(C)n2)nc(N2CCOCC2)n1 across the screens: 5	6	-1	-1.8	15	-12	-1	2

Later entries
9) CCc1nnc(NC(=O)c2ccc3nc(CC)c(CC)nc3c2)s1
10) Cc1cccn2cc(-c3cc4ccccc4oc3=O)nc12
11) C=CCNC(=O)CSc1ccc(Cl)cc1
12) O=C(CSc1nc2ncc(Cl)cc2[nH]1)c1ccc2c(c1)OCO2
13) Cc1ccc(/C=N/NC(=O)c2cccc(S(=O)(=O)N3CCOCC3)c2)o1
14) CCNc1nc(NCC)nc(N/N=C(\C)c2ccc(OC)cc2)n1
15) O=C(Nc1ccccc1)c1nc[nH]c1C(=O)N1CCN(c2ccccc2)CC1
16) COc1cc(NC(C)=O)ccc1-c1cc2ccccc2oc1=O
screen / no.	9	10	11	12	13	14	15	16
tim10-1 inh	5	21	15	6	15	-13	2	9
XBP1 UPR activ	5	-3	-1	-3	2	1	-4	0
Jurkat NFkB inh	-12	-152	-4	-8	12	-5	-5	11
UPR CHOP act	3.6	-2.4	-1.8	0.4	1.6	-1.0	1.0	2.3
697 NFkB inh	-11	-205	-17	11	21	-28	-1	-3
TIM10 inh	2	-13	-7	15	18	-11	1	5
Mdm2-MdmX inh	-11	17	-4	16	-9	6	1	14
tim23-1 inh	22	-20	16	5	22	-4	-1	15

17) Cc1c(-c2nc(N)nc(Nc3ccc(F)cc3)n2)oc2ccccc12
18) COc1ccc(C)cc1NC(=O)CSc1nnnn1C1CCCC1
19) CCNC(=S)Nc1ccc(OC(F)(F)F)cc1
20) Nc1nc(N)nc(-c2ccccc2)n1
21) CCc1ccc(N2CC(C(=O)Nc3ccc(C)c(S(=O)(=O)N4CCOCC4)c3)CC2=O)cc1 (stereo not drawn)
22) O=C(COc1coc(CN2CCN(c3ccccc3F)CC2)cc1=O)NCC1CCCO1 (stereo not drawn)
23) OCC#CCSc1nnc(-c2ccc(Br)cc2)o1
24) O=C(CCCN1C(=O)c2cccc3cccc(c23)C1=O)NC1CCS(=O)(=O)C1 (stereo not drawn)
screen / no.	17	18	19	20	21	22	23	24
tim10-1 inh	31	16	15	-13	1	7	16	2
XBP1 UPR activ	7	-8	2	0	2	-1	5	-1
Jurkat NFkB inh	-81	1	-6	-15	-8	-11	19	5
UPR CHOP act	4.7	-1.7	-0.4	-0.3	1.6	-1.0	0.3	-0.3
697 NFkB inh	-103	15	9	-9	-3	11	-12	-4
TIM10 inh	6	3	3	-1	17	10	35	-12
Mdm2-MdmX inh	8	28	27	-14	8	2	-15	23
tim23-1 inh	35	17	2	2	2	-18	14	7

Rewritten with two lines to a compound: three of the compounds above
The line under a structure holds: tim10-1 inh	XBP1 UPR activ	Jurkat NFkB inh	UPR CHOP act	697 NFkB inh	TIM10 inh	Mdm2-MdmX inh	tim23-1 inh
#19 CCNC(=S)Nc1ccc(OC(F)(F)F)cc1
 : 15	2	-6	-0.4	9	3	27	2
#20 Nc1nc(N)nc(-c2ccccc2)n1
 : -13	0	-15	-0.3	-9	-1	-14	2
#21 CCc1ccc(N2CC(C(=O)Nc3ccc(C)c(S(=O)(=O)N4CCOCC4)c3)CC2=O)cc1 (stereo not drawn)
 : 1	2	-8	1.6	-3	17	8	2

Remaining list, next part
25) CC(C)c1ccc(NC(=O)CSc2nc(-c3ccccc3F)nc3nc[nH]c23)cc1
26) Cc1ccc(-n2ncc3c(N4CCC5(CC4)OCCO5)ncnc32)c(C)c1
27) COc1ccc(CCNC(=O)c2cccc(NC(=O)CC3SC(N4CCCCC4)=NC3=O)c2)cc1OC (stereo not drawn)
28) COc1cc2c(cc1OC)C1=C(C#N)CCC(=NC(=O)c3ccc(Cl)cc3)N1CC2
29) NC(=O)c1cc(-c2cccnc2)nc2ccc(Br)cc12
30) COc1cc(CNc2ccc(N3CCOCC3)c(C(=O)O)c2)ccc1OCC(N)=O
31) CCCCn1c(N)c(N(CC(C)C)C(=O)c2ccco2)c(=O)[nH]c1=O
32) CCOc1ccc(-n2c(C)c(C(C)=O)c3cc(OCC(N)=O)ccc32)cc1
screen / no.	25	26	27	28	29	30	31	32
tim10-1 inh	13	-1	11	-1	-3	11	8	27
XBP1 UPR activ	6	-1	-1	3	-2	3	1	2
Jurkat NFkB inh	2	13	5	-7	-2	-9	-4	10
UPR CHOP act	0.1	4.7	1.6	-5.1	0.2	-0.5	-0.1	-1.1
697 NFkB inh	-9	-6	6	6	-14	-23	8	-4
TIM10 inh	14	0	4	-13	0	3	1	26
Mdm2-MdmX inh	29	13	7	25	19	-18	-10	7
tim23-1 inh	10	-6	18	-3	-4	8	9	17

Of the compounds above, 2 have bromine.
23) OCC#CCSc1nnc(-c2ccc(Br)cc2)o1
29) NC(=O)c1cc(-c2cccnc2)nc2ccc(Br)cc12
screen / no.	23	29
tim10-1 inh	16	-3
XBP1 UPR activ	5	-2
Jurkat NFkB inh	19	-2
UPR CHOP act	0.3	0.2
697 NFkB inh	-12	-14
TIM10 inh	35	0
Mdm2-MdmX inh	-15	19
tim23-1 inh	14	-4

Remaining list, next part:
33) CCOC(=O)CCSc1n[nH]c(=S)s1
34) c1ccc(-c2nn3c(Cn4cnc5ccccc54)nnc3s2)cc1
35) CCOC(=O)C1(Cc2cccc(OC)c2)CCN(Cc2cccn2-c2nccs2)CC1
36) CCNC(=S)NNC(=O)Cn1nc(C)cc1C
37) CC1CCN(C(=O)COC(=O)CCC(=O)c2ccc(Cl)cc2)CC1
38) Cc1ccccc1CC(=O)NCC1CCCCC1
39) COc1ccc(N(CC(=O)NCCSc2ccccc2)S(=O)(=O)c2ccccc2)cc1OC
40) c1ccc(NCc2ccncc2)cc1
screen / no.	33	34	35	36	37	38	39	40
tim10-1 inh	-2	12	22	1	-14	24	-1	0
XBP1 UPR activ	-2	-1	-1	4	0	5	-6	-3
Jurkat NFkB inh	7	4	-11	-13	-3	-3	-3	-7
UPR CHOP act	-1.5	3.0	1.4	0.0	0.3	1.8	0.4	0.6
697 NFkB inh	21	1	-20	-8	8	0	9	-49
TIM10 inh	11	-4	-5	0	-7	7	3	-2
Mdm2-MdmX inh	11	19	2	-25	15	-20	1	-6
tim23-1 inh	7	10	20	14	8	20	10	8

41) CC[C@]1(C(=O)OC)[C@H]2C(=O)N(Cc3ccccc3)C(=O)[C@H]2[C@H]2CN=C(SCc3ccccc3)N21
42) S=C(NCc1ccccc1)Nc1cccc(Cl)c1
43) CCCCn1c(N)c(N(CCC(C)C)C(=O)COC(=O)c2ccco2)c(=O)[nH]c1=O
44) CCOc1ccc(NC(=O)Nc2cnccn2)cc1
45) CCOc1ccc2nc(SCC(=O)Nc3cc4c(cc3C(C)=O)OCO4)[nH]c2c1
46) CCCCn1c(N)c(N(CCC)C(=O)C2CCCC2)c(=O)[nH]c1=O
47) O=C(NCC1CCCO1)C(c1cccs1)N(C(=O)c1ccc(CN2CCOCC2)o1)c1ccc(Cl)cc1 (stereo not drawn)
48) OCc1ccc2c(c1)c(-c1ccc3c(c1)OCCO3)c(-c1ccccc1)n2-c1ccccc1
screen / no.	41	42	43	44	45	46	47	48
tim10-1 inh	10	17	5	11	-4	-7	7	20
XBP1 UPR activ	-2	1	0	4	1	-1	-1	0
Jurkat NFkB inh	·	-6	2	-10	-5	-2	-4	23
UPR CHOP act	1.9	-0.2	3.2	1.4	-0.7	0.4	2.3	2.2
697 NFkB inh	-3	19	27	-31	8	7	9	-3
TIM10 inh	-6	31	2	4	-7	2	22	10
Mdm2-MdmX inh	70*	9	9	-23	39	1	5	29
tim23-1 inh	38	32	2	7	0	1	11	29

49) O=C(CSc1ccc2nnc(-c3cccc(F)c3)n2n1)N1CCCc2ccccc21
50) CCC(=O)Nc1sc(C(=O)OC)c(C)c1C(=O)OC
51) CC(C)C1OC(c2cccc(NC(=O)c3cccs3)c2)OCC1(C)C (stereo not drawn)
52) COC(=O)c1c(CSc2cccc(C)c2)noc1C(=O)NCc1ccco1
53) CCOc1ccc(/C=C2\SC(=S)N(CCC(=O)O)C2=O)cc1
54) CC(C)CCN(C(=S)Nc1cccc(F)c1)C(C)c1cccs1 (stereo not drawn)
55) CCCOC(=O)c1ccc(NC(=O)c2cccc(S(=O)(=O)N3CCN(C(C)=O)CC3)c2)cc1
56) COc1ccccc1CN1CC(C(=O)NCc2c(F)ccc(C)c2F)CCC1=O (stereo not drawn)
57) COc1cc(CCC(=O)NCC2CCCO2)cc(OC)c1OC (stereo not drawn)
58) COc1ccc(OC)c(NS(=O)(=O)c2cccs2)c1
59) CC[C@H](C)C(C(=O)N1CCN(C(=O)OC(C)(C)C)CC1)n1cc(C(CC(C)C)NC(=O)OC(C)(C)C)nn1 (stereo partly drawn)
screen / no.	49	50	51	52	53	54	55	56	57	58	59
tim10-1 inh	31	19	44*	6	-11	26	12	-4	-8	21	18
XBP1 UPR activ	1	-1	-2	-2	-6	-1	-7	0	-4	-1	0
Jurkat NFkB inh	-1	1	-3	12	52*	10	13	-45	-8	-1	-3
UPR CHOP act	0.4	-0.6	0.1	-0.1	-8.1	2.3	3.4	2.4	0.6	-1.2	-0.9
697 NFkB inh	-33	9	-26	6	77*	27	-2	-80	3	-1	-9
TIM10 inh	9	-2	39	-21	7	22	8	6	10	1	10
Mdm2-MdmX inh	0	24	-17	15	28	9	18	-45	18	5	12
tim23-1 inh	10	15	23	20	15	37	2	-7	4	-8	2

Entries shown so far containing a COOH group, in the order listed:
30) COc1cc(CNc2ccc(N3CCOCC3)c(C(=O)O)c2)ccc1OCC(N)=O
53) CCOc1ccc(/C=C2\SC(=S)N(CCC(=O)O)C2=O)cc1
screen / no.	30	53
tim10-1 inh	11	-11
XBP1 UPR activ	3	-6
Jurkat NFkB inh	-9	52*
UPR CHOP act	-0.5	-8.1
697 NFkB inh	-23	77*
TIM10 inh	3	7
Mdm2-MdmX inh	-18	28
tim23-1 inh	8	15
